APEX1 inh: qHTS Assay for Inhibitors of the Human Apurinic/apyrimidinic Endonuclease 1 (APE1) | DNA repair nuclease/redox regulator APEX1 (Homo sapiens), P27695 | recombinant APE1, TAMRA/BHQ-2 abasic DNA cleavage fluorescence | Potency, µM (titrated, usually from 65.8 µM), without a hit: top-dose activity change, negative = inhibition, usual class: inhibitors | 0.35% of 350,000 active | AID 2517, 2012;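 further: potency means the concentration at half of the fitted maximal effect; plate controls were vehicle for no effect and reference inhibitor for full effect; nearly all actives have a fitted effect of over 55% in size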
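APE1 at 0.75 nM preincubated 15 min at room temperature with compound. Reaction then started with 50 nM double-stranded THF-abasic substrate labelled with TAMRA/BHQ-2, and 525/598 nm fluorescence read kinetically. Activity taken as third-minus-first read difference, normalized to DMSO and NSC13755 controls.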
Pol eta inh: qHTS for Inhibitors of Polymerase Eta; DNA polymerase eta (Homo sapiens), Q9Y253; 1.2% of 390,000 active; AID 588591, 2011; recombinant Pol eta, fluorescent DNA replication assay; Potency, µM (series often up to 114 µM), inactives show at the highest dose activity change, negative = inhibition, hits mostly inhibitors; further: potency means the concentration at half of the fitted maximal effect; on the % scale 0 is the no-effect control and ±100 the full control effect
Target sequence (Q9Y253 whole entry, looked up): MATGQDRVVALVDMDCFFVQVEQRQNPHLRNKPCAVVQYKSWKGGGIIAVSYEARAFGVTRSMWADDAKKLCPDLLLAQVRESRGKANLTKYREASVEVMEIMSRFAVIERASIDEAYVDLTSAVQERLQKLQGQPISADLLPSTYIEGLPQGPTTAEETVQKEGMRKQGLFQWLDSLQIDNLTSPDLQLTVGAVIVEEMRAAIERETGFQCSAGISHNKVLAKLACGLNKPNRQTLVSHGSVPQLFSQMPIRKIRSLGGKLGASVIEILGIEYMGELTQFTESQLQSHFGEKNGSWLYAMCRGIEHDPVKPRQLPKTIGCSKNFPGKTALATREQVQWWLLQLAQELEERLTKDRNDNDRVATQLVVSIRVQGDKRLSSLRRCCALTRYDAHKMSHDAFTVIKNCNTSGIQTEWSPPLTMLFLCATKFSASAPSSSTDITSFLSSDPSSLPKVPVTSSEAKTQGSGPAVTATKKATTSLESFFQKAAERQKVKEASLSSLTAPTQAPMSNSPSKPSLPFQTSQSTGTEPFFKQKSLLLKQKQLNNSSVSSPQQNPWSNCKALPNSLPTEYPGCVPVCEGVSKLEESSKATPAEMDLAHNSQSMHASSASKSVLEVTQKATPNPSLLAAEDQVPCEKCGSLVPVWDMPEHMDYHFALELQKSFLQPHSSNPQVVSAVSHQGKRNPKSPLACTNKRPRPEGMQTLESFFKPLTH
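Pol eta at 10 nM preincubated with compounds 15 min at room temperature; reaction started with fluorescent substrate (50 nM final) and read kinetically at 0 and 10 min.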
PGK inhibitor: qHTS Assay to Find Inhibitors of Phosphoglycerate Kinase | Phosphoglycerate kinase, glycosomal (Trypanosoma brucei brucei), P07378 | PGK/GAPDH coupled, Kinase-Glo luminescence, 60 min | Potency, µM (series often up to 57.5 µM), for inactives: at the highest dose activity change, negative = inhibition, usual class: inhibitors | 0.043% of 380,000 active; further: potency means the concentration at half of the fitted maximal effect; on the % scale 0 is the no-effect control and ±100 the full control effect; nearly all actives have a fitted effect of over 60% in size
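Recombinant glycosomal PGK reaction used 1,3-bisphosphoglycerate generated in-well by GAPDH (100nM final) in 100mM TEA pH 7.6, 5mM MgCl2, 0.01% Tween-20. After 60 minutes at room temperature, ATP was read by Kinase-Glo Plus luminescence end-point.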
RXFP1 antag: qHTS Assay for Antagonists of the Relaxin Receptor RXFP1 | Relaxin receptor 1 (Homo sapiens), Q9HBX9 | AID 1259400, 2018 | 0.59% of 350,000 active | activity change, negative = inhibition, % at 57.5 µM | HEK293-RXFP1, relaxin-stimulated cAMP HTRF, 30 min; active compounds read low;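 active means activity change of -60% or lower, but not beyond a set lower limit; inconclusive means change between -60% and -40%, or beyond the set limit; inactive means change above -40%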; further: on the % scale 0 is the no-effect control and ±100 the full control effect
Pol iota inh: qHTS for Inhibitors of Polymerase Iota; DNA polymerase iota (Homo sapiens), Q9UNA4; Pol iota fluorescent replication assay, 10 min; Potency, µM (series often up to 115 µM), inactives show top-dose activity, negative = inhibition, hits mostly inhibitors; 1% of 390,000 active; AID 588590, 2011; further: potency means the concentration at half of the fitted maximal effect
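Fluorescent replication assay read twice, at 0 min and 10 min after adding 50 nM (final) substrate. Enzyme (10 nM) and compounds were first incubated 15 min at room temperature; enzyme-free buffer wells were negative controls.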
BLM inh: qHTS Assay for Inhibitors of Bloom's syndrome helicase (BLM) | recombinant BLM DNA unwinding, fluorescence dequenching | Potency, µM (titrated, usually from 56.1 µM), for the others: at the top dose activity change, negative = inhibition, most hits filed as inhibitors | 0.2% of 350,000 active | AID 2528, 2010 | RecQ-like DNA helicase BLM (Homo sapiens), P54132;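 further: potency means the concentration at half of the fitted maximal effect; plate controls were vehicle for no effect and no enzyme for full effect; nearly all actives have a fitted effect of over 35% in size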
POLB inh: qHTS Assay for Inhibitors of DNA Polymerase Beta; Potency, µM (doses to about 114 µM), without a hit: at the top dose activity change, negative = inhibition, most hits filed as inhibitors; 1.3% of 340,000 active; P06746; Pol beta primer extension/strand displacement, fluorescence kinetic; further: potency means the concentration at half of the fitted maximal effect; on the % scale 0 is the no-effect control and ±100 the full control effect
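Preincubation: enzyme (10 nM) with compound, 15 min, RT. Reaction: substrate added to 50 nM final. Reads: 0 and 10 min. Analysis: normalized, Hill fit.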
Anesthetic bind: qHTS Assay for Identification of Novel General Anesthetics; Ferritin light chain (Equus caballus), P02791; apoferritin/1-aminoanthracene competitive binding, fluorescence; Potency, µM (top dose mostly 77.5 µM), for the others: at the top dose activity change, negative = displacement, hits mostly inhibitors; 0.074% of 350,000 active; further: potency means the concentration at half of the fitted maximal effect; on the % scale 0 is the no-effect control and ±100 the full control effect; nearly all actives have a fitted effect of over 20% in size
Target sequence (P02791 2-175 limits assumed): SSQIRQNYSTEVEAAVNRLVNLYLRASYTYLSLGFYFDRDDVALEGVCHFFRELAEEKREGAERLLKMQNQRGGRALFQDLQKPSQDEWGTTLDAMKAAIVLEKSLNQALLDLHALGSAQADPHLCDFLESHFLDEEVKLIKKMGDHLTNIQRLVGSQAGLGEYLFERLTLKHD
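In PBS, apoferritin at 10 uM is loaded with 1-AMA from a 50% saturated solution. After 10 min of compound exposure at ambient temperature, reduced 535 nm fluorescence indicates probe displacement.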
POLK inh: qHTS for Inhibitors of Polymerase Kappa; DNA polymerase kappa (Homo sapiens), Q9UBT6; purified Pol kappa, fluorescent DNA synthesis assay, 10 min; Potency, µM (highest dose often 107 µM), for the others: at the highest dose activity, negative = inhibition, hits mostly inhibitors; 0.53% of 400,000 active; AID 588579, 2011; further: potency means the concentration at half of the fitted maximal effect; on the % scale 0 is the no-effect control and ±100 the full control effect
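Activity was followed as the change in fluorescence between reads at 0 and 10 min after starting the reaction with 50 nM substrate. Beforehand, 10 nM polymerase had been preincubated with compound for 15 min at room temperature.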
The depositor's hits bear a star; i = inactive; ? = inconclusive; / = not tested or not shown; & = joins results of further samples; [ ] = another dose, or the depositor's remark. Unless noted, the call rests on the fitted dose curve; in most records, active means well fitted curve in the direction sought with a large enough effect; inconclusive means small, poorly fitted or top-dose-only effect, or another doubt; inactive means no such curve, though single readings can be large; an effect the other way counts as inactive or inconclusive.

cpd	SMILES	Anesthetic bind	Pol iota inh	BLM inh	RXFP1 antag	PGK inhibitor	APEX1 inh	POLB inh	POLK inh	Pol eta inh
1	CCC(CC)n1[nH]c(=O)cc1N	-10%	-4%	2%	-9	i	6%	28%	-1%	-6%
2	Cc1c(C(=O)N2CCOCC2)c(S(=O)(=O)Nc2ccccc2)c(C)n1C	1%	-3%	0%	-12	-4%	41%	1%	0%	-6%
3	O=C(Nc1ccccc1Cl)C1CCCN(S(=O)(=O)c2ccc(-n3cnnn3)cc2)C1 (stereo not given)	1%	17%	-1%	4	0%	13%[12.4 µM]	-7%	1%	-18%
4	COc1ccc(C)cc1Cn1c(S(C)(=O)=O)nc2ccccc21	9%	16%	2%	1	/	17%	-29%	-10%	-11%
5	CC1CCN(C(=O)COc2ccccc2F)CC1	?	4%	0%	-11	2%	5%	1%	-4%	-8%
6	CC(=O)ON1C(C)(C)Cc2noc(N)c2C1(C)C	-7%	9%	-2%	-6	i	-2%	22%	-2%	2%
7	CCCCNc1nc(N)ncc1[N+](=O)[O-]	-5%	-15%	-1%	4	0%	-3%	-5%	-6%	-6%
8	CCOc1ccc(-n2cc(-c3ccccc3)c3c(NCc4ccc(F)cc4)ncnc32)cc1	69%[activator]	35%[activator]	-6%	-1	-12%	/	9%	-8%[60.1 µM]	-18%
9	COc1ccc(OC)c(NC(=O)C2Cc3ccccc3CN2S(=O)(=O)c2ccc(F)cc2)c1 (stereo not given)	44%[activator]	5%	-8%	-3	/	/	-29%	-4%	/
10	CS(=O)(=O)N1Cc2ccccc2CC1C(=O)OCC(=O)Nc1ccc2ccccc2c1 (stereo not given)	4%	?	-20%	4	-4%	?	3.2µM*	?	?
11	COc1cccc(C2C(C#N)=C(N)N(c3ncn[nH]3)C3=C2C(=O)CCC3)c1 (stereo not given)	-2%	15%	-2%	/	-10%	3%	0%	-6%	-16%
12	CCc1cccc(C)c1NC(=S)N1CCCCC1c1cccnc1 (stereo not given)	-7%	21%	-3%	9	-4%	0%	7%	10%	20%
13	CC(C)CN(CCNC(=O)CCN1N=C(c2ccccc2)CCC1=O)CC(C)C	-2%	-27%	6%	7	-8%	/	-13%	-11%[60.1 µM]	-15%
14	COc1ccccc1C(=O)Nc1ccc(-c2nc3ccccc3s2)c(C)c1	6%	3%	-2%	-1	1%	/	1%	-10%[60.1 µM]	-3%
15	CN(C)c1ccsc1C(=O)NNS(=O)(=O)c1ccc(Cl)cc1	/	137%[activator]	/	-14	8%	/	/	-2%	-8%
16	COc1ccc(CCN2CCCC(CN(C)C(=O)c3cc(C)oc3C)C2)cc1 (stereo not given)	-12%	1%	-3%	2	-3%	23%	2%	-4%	-17%
17	O=C(c1ccc(S(=O)(=O)Nc2ccc(F)cc2)cc1)N1CCN(C(=O)c2ccco2)CC1	-14%	31%[activator]	-16%	-10	2%	10%	13%	-2%	-9%
18	Cc1ccccc1C(=O)Nc1ccccc1Sc1ccccc1	-7%	8%	-3%	-22	3%	-8%	1%	-12%	-2%
19	Nc1nc(SCC(=O)Nc2ccc(C(F)(F)F)cc2)[nH]c(=O)c1NC(=O)c1ccc(F)c(F)c1	-7%	22%	-3%	?	-9%	55%[activator]	-1%	-8%	-6%
20	CC(C)(C)c1ccc(C(=O)NCC(=O)OCC(=O)Nc2ccccc2[N+](=O)[O-])cc1	?	4%	-4%	2	0%	1%	-16%	-26%	-15%
21	COc1cc(/C=C(\C#N)C(=O)NCC2CCCO2)ccc1OCC(N)=O (stereo not given)	-8%	115%[activator]	-6%	4	-3%	-3%	?	-1%	-11%
22	CCN(CC)CCCNC(=O)CSc1nc(-c2ccc(OC)cc2)cc(C(F)(F)F)n1	-14%	-13%	-13%	-6	0%	/	20%	-7%[60.1 µM]	1%
23	COc1ccc(/C=C/C(=O)N(CC(C)C)C2CCS(=O)(=O)C2)cc1 (stereo not given)	/	0%	/	-3	-1%	-3%	/	-1%	-23%
24	CCC(C)(C)n1nnnc1C(c1ccc(N(C)C)cc1)N1CCN(C2CCCCC2)CC1 (stereo not given)	-13%	12%	7%	9	-4%	?	?	-1%	-2%
25	O=C(COC(=O)CNC(=O)c1cccc([N+](=O)[O-])c1)NCc1ccco1	-1%	176%[activator]	-1%	-5	-6%	?	4%	-16%	-14%
26	CN(C)S(=O)(=O)c1ccc(C(=O)Nc2nnc(SCc3ccccc3)s2)cc1	6%	9%	-4%	/	-3%	0%	1%	6%	-16%
27	CC(C)N=C(NC#N)SCc1ccccc1	-10%	1%	-1%	-2	-5%	18%	24%	2%	-11%
28	c1coc(C2=NCCc3ccccc32)c1	-9%	23%	-1%	12	5%	21%	28%	-5%	-19%
29	Cc1ccc(S(=O)(=O)N2CCC(C(=O)N[C@@H](C)C(=O)NC3CCCCC3)CC2)cc1	-6%	0%	4%	-6	-3%	7%	30%	-14%	7%
30	COC(=O)[C@H](NC(=O)c1cc(-c2ccccc2)nc2ccccc12)c1ccccc1	/	?	-2%	/	0%	?	-12%[57.1 µM]	-6%[60.1 µM]	-11%[57.1 µM]
31	Cc1c(Nc2nc3ccccc3nc2N2CCN(c3ccccc3)CC2)c(=O)n(-c2ccccc2)n1C	-13%	5%	-5%	-2	-1%	-2%	8%	-7%	-1%
32	CCOC(=O)C1(CCOC)CCN(Cc2ccc3nonc3c2)CC1	-9%	7%	0%	-3	i	0%	-14%	-20%	-4%
33	Cc1ccc(N(CC(=O)N2CCN(c3ccccc3F)CC2)S(=O)(=O)c2c(C)noc2C)cc1	-4%&-11%	?	2%&-1%	-18&-8	-3%	-31%	4%&-13%	8%&-7%	-15%&-13%
34	COC(=O)[C@H](Cc1ccccc1)NC(=O)NCCc1ccc(F)cc1	-5%	-10%[58.9 µM]	-2%	-15	8%	-11%	20%	-5%	-16%
35	COc1ccccc1-c1noc(-c2ccco2)n1	-6%	11%	2%	-10	-16%	2%	-16%	-1%	10%
36	O=C(NCc1ccc2c(c1)OCO2)c1ccc2c(c1)C(=O)N(CC1CCCO1)C2=O (stereo not given)	0%	13%	1%	-2	-1%	5%	2%	-13%	-1%
37	CCN(CC)c1nc(-c2ccc(Cl)cc2)cc(C(F)(F)F)c1C#N	-7%	7%	46%[activator]	-10	1%	-8%	1%	-13%	-3%
38	CCn1c2ccccc2c2cc(NC(=O)C3CCN(S(=O)(=O)c4cccs4)CC3)ccc21	-16%	6%	-4%	-8	7%	-2%	5%	-8%	-6%
39	Cc1ccc(S(=O)(=O)NCCC(=O)OCn2nnc3ccccc3c2=O)cc1	-5%	5%	0%	11	-5%	1%	-1%	-3%	7%
40	COc1ccc(C(=O)N2CCN(c3ccccc3)CC2)cc1S(=O)(=O)N1CCCC1	-3%	19%	-10%	-2	0%	13%	65%	-3%	5%
41	O=c1cc(CO)oc(CN2CCN(c3ccccc3)CC2)c1O	-9%	-8%	-4%	2	-2%	-7%	24%	-5%	6%
42	C=CCN=C1CC(C)(C)CC(=O)/C1=C(\O)CCCN1C(=O)c2ccccc2C1=O	-2%	112%[activator]	1%	-13	i	-4%	1%	3%	-15%
43	O=C(NCCc1cccs1)c1ccc(Cn2c(SCc3ccc(F)cc3)nc3cccnc32)cc1	-10%	-12%	-2%	-23	-5%	/	-1%	-7%	-14%
44	O=C(Nc1ccc(F)c(Cl)c1)C1CCCC1	/	11%	/	-13	i	/	/	2%	-18%
45	CCNC(=O)c1ccc(NC(=O)N2CCCCc3ccccc32)cc1	5%	36%[activator]	0%	/	2%	/	19%	31%	-1%
46	Cc1ccc(Nc2nc(=O)c3cccnc3s2)cc1	?	14%	-2%	1	/	-1%	4%	-3%	-2%
47	Cc1ccc(C2C(C#N)=C(N)Oc3n[nH]c(-c4cccs4)c32)s1 (stereo not given)	?	?	-6%	-3	-5%	?	?	-6%	-15%
48	CCc1ccc(-n2c(=O)c3ccc(C(=O)NCCc4ccccc4)cc3n(Cc3ccccc3C#N)c2=O)cc1	-1%	22%	0%	/	-9%	/	-2%	1%	-3%
49	N#Cc1ccccc1Oc1ccccc1C=O	-23%	-23%	-4%	-2	0%	2%	70%	-3%	5%
50	COc1ccc(C)cc1NC(=O)C1CCC(CNc2c(N3CCOCC3)c(=O)c2=O)CC1 (stereo not given)	-6%	4%	-2%	/	-2%	7%	31%	-12%	-16%
51	O=C(NC(=S)NC1CCS(=O)(=O)C1)c1ccccc1F (stereo not given)	-2%	123%[activator]	-2%	-8	3%	2%	0%	-5%	-7%

Structural class: those above with a thiophene ring, fused or not (4)
cpd	SMILES	Anesthetic bind	Pol iota inh	BLM inh	RXFP1 antag	PGK inhibitor	APEX1 inh	POLB inh	POLK inh	Pol eta inh
15	CN(C)c1ccsc1C(=O)NNS(=O)(=O)c1ccc(Cl)cc1	/	137%[activator]	/	-14	8%	/	/	-2%	-8%
38	CCn1c2ccccc2c2cc(NC(=O)C3CCN(S(=O)(=O)c4cccs4)CC3)ccc21	-16%	6%	-4%	-8	7%	-2%	5%	-8%	-6%
43	O=C(NCCc1cccs1)c1ccc(Cn2c(SCc3ccc(F)cc3)nc3cccnc32)cc1	-10%	-12%	-2%	-23	-5%	/	-1%	-7%	-14%
47	Cc1ccc(C2C(C#N)=C(N)Oc3n[nH]c(-c4cccs4)c32)s1 (stereo not given)	?	?	-6%	-3	-5%	?	?	-6%	-15%

A portion of the library; count on the stated rates, not on these rows.
